HCMV antiviral – qHTS Assay for inhibitors of the human cytomegalovirus (HCMV); HFF cells, HCMV-luciferase reporter, 72 h; active compounds read low; 4.5% of 410,000 active; activity change, negative = inhibition, % at 57.5 µM; AID 1259415, 2018; in the data active = activity change below about -60%; inconclusive = no clear call, values can overlap the other calls; inactive = above about -39%
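Compounds were evaluated in HFFs infected with an HCMV luciferase reporter virus (MOI 1 PFU/cell). Luciferase in lysates collected 72 h post infection served as the replication measure.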
FBPA Giardia inh – qHTS Assay for Inhibitors of Fructose-1,6-bisphosphate Aldolase from Giardia Lamblia | A8B2U2 | purified Giardia FBPA | Potency, µM (doses to about 59.6 µM), inactives show top-dose activity, negative = inhibition, hits mostly inhibitors | 0.71% of 290,000 active | AID 2451, 2010; also: potency is read from the fitted curve at half-maximal effect; nearly all actives have a fitted effect of over 55% in size
Target sequence (A8B2U2 whole entry, looked up): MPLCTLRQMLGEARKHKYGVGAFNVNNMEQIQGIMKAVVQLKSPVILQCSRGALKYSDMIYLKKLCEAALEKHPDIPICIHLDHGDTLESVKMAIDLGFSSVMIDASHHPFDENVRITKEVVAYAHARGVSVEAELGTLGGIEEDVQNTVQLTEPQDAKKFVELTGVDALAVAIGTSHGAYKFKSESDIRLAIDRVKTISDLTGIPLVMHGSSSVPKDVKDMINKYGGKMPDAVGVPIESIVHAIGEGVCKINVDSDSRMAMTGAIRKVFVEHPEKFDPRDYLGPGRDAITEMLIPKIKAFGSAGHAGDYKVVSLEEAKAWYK
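Giardia FBPA (40 nM reagent) was preincubated 10 min at RT with compound (up to 57.5 uM final), then substrate plus GAPDH/TPI/NAD/arsenate coupling system with diaphorase/resazurin was added; resorufin fluorescence (525/598 nm) was read after 20 min.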
AmpC no deterg – qHTS Inhibitors of AmpC Beta-Lactamase (assay without detergent); 0.52% of 330,000 active; AID 485341, 2010; AmpC nitrocefin hydrolysis, absorbance 480 nm, 0.0001% Triton; Potency, µM (top dose mostly 57.1 µM), for the others: top-dose activity change, negative = inhibition, actives largely listed as inhibitors; P00811;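 also: potency is read from the fitted curve at half-maximal effect; plate controls were no compound for no effect and no enzyme for full effect; nearly all actives have a fitted effect of over 20% in size; some results filed as inactive show a strong effect at the top dose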
Target sequence (P00811 whole entry, looked up): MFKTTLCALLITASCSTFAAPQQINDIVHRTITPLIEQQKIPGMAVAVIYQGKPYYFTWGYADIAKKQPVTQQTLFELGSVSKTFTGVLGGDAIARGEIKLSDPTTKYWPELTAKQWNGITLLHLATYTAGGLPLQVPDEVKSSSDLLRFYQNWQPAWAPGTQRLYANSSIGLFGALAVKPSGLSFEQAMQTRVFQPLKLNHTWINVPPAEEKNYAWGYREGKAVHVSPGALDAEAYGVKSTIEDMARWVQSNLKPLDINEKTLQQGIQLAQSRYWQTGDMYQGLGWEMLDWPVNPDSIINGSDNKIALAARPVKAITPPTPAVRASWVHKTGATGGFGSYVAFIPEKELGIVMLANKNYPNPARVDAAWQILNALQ
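20 mM phosphate pH 7.0 + 0.01% (detergent screen) or 0.0001% Triton X-100; 5.3 nM AmpC reagent; cpd preinc 15 min RT; nitrocefin (800 uM stock) to start; A480 q20 s × 4 min; Activity was normalised to no-enzyme and no-compound control wells.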
AMA1-RON2 inh – qHTS for Inhibitors of AMA1-RON; Towards Development of Antimalarial Drug Lead: Primary Screen. Plasmodium falciparum AMA1 (3D7) - RON2 peptide interaction. AlphaScreen AMA1-biotinylated RON2 peptide binding. Potency, µM (titrated, usually from 58.2 µM), for inactives: top-dose activity change, negative = inhibition, hits mostly inhibitors. 0.2% of 360,000 active. AID 720542, 2013;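 also: potency is read from the fitted curve at half-maximal effect; 0% = vehicle wells and -100% = peptide control; nearly all actives have a fitted effect of over 45% in size; some results filed as inactive show a strong effect at the top dose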
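AMA1 (3D7) with his tag at 25 nM final met compounds first, then biotinylated RON2 peptide at 25 nM; detection used donor plus acceptor beads, 10 µg/mL apiece, read by AlphaScreen after 30 min at room temperature.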
AmpC inh detg – qHTS Inhibitors of AmpC Beta-Lactamase (assay with detergent); 0.041% of 370,000 active; Potency, µM (highest dose often 114 µM), for inactives: top-dose activity change, negative = inhibition, actives largely listed as inhibitors; AID 485294, 2010; P00811; AmpC hydrolysis of nitrocefin, absorbance 480 nm, 0.01% Triton;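 also: potency is read from the fitted curve at half-maximal effect; 0% = no-compound wells and -100% = no-enzyme wells; nearly all actives have a fitted effect of over 25% in size; some results filed as inactive show a strong effect at the top dose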
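AmpC (5.3 nM in the dispensed reagent) in 20 mM phosphate pH 7.0 with 0.01% (detergent screen) or 0.0001% Triton X-100 was preincubated with compounds for 15 min at room temperature. Nitrocefin was then added from an 800 uM solution, and hydrolysis was followed at 480 nm.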
Sm TGR inh – qHTS Assay for the Inhibitors of Schistosoma Mansoni Peroxiredoxins; Schistosoma mansoni thioredoxin glutathione reductase (TGR), Q962Y6; purified TGR, DTNB reduction, TNB absorbance 405 nm; Potency, µM (top dose mostly 114 µM), for the others: at the top dose activity change, negative = inhibition, most hits filed as inhibitors; 3% of 360,000 active; AID 485364, 2010; also: potency is read from the fitted curve at half-maximal effect; nearly all actives have a fitted effect of over 60% in size
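Kinetic colorimetric format: TGR-catalysed, NADPH-driven DTNB reduction monitored via TNB absorbance. Enzyme dispensed at 20 nM; compound exposure 15 min at room temperature before reaction start.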
Numbers without * were called inactive; ? = inconclusive; nt = not tested or not shown; & = joins results of further samples; [ ] = another dose, or the depositor's remark. Unless noted, calls follow the shape of the dose curve; as a rule, active = well fitted curve in the direction sought with a large enough effect; inconclusive = small, poorly fitted or top-dose-only effect, or another doubt; inactive = no such curve, though single readings can be large; an effect the other way counts as inactive or inconclusive. Unless noted, % is scaled to controls: 0 for no effect and ±100 for the full control effect.

mol | HCMV antiviral | FBPA Giardia inh | AmpC no deterg | AMA1-RON2 inh | AmpC inh detg | Sm TGR inh
CC1(C)CN=C(N(C(=O)Nc2ccccc2)c2ccccc2F)S1 | ? | 0% | -15% | 1% | 6% | 1%
COc1ccc(CN2C(=O)C(CC(C)C)Nc3ncnc(N4CCOCC4)c32)cc1 (stereo not drawn) | 11 | nt | 5% | 0% | 2% | -2%
CCN(CC(=O)NCc1ccc(Cl)cc1)C(=O)c1ccc(S(=O)(=O)N(C)C)cc1 | -20 | 8% | 31% | 3% | -13% | -1%
COc1cccc(-c2ccc(-c3noc(-c4ccccc4F)n3)c(OC)n2)c1 | 13 | 3% | -25% | 6% | 1% | -3%
Cc1cnc(NC(=O)Cc2ccccc2F)s1 | ? | 7% | 3% | 14% | 0% | 0%
Nc1nc(-c2ccccc2)c(N=Nc2ccccc2Cl)s1 | 44 | -11% | -34% | 14µM* | ? | -12%
COc1ccc(C(=O)NC2CCCc3c2cnn3-c2cc(F)cc(F)c2)c(OC)n1 (stereo not drawn) | -31 | -5% | 36% | 15% | -14% | -14%
COc1ccc(CCNC(=O)CCn2c(=O)c3ccccc3n(Cc3c(C)cc(C)cc3C)c2=O)cc1OC | 10 | nt | nt | nt | 14% | 3%
O=C(NCc1ccco1)C(c1ccco1)N(CCc1ccccc1)C(=O)Cn1nnc2ccccc21 (stereo not drawn) | -7 | -1% | 11% | -4% | 8% | -24%
CCOc1ccc2ccccc2c1/C=N\NC(=O)c1ccc([N+](=O)[O-])cc1 | -28 | 9% | -31% | 34%[activator] | -14% | -14%
CC(C)(C)OC(=O)N1CCC(c2c(C(=O)N3CCN(C(=O)c4ccco4)CC3)cnn2-c2ccccc2)CC1 | 0 | nt | nt | nt | 12% | ?
CC1(C)CC(=O)c2c(O)cc(OCC(=O)Nc3ccc(S(N)(=O)=O)cc3)cc2O1 | -22 | 1% | -59% | 7% | ? | -23%
COc1ccc(-c2nc(C#N)c(N3CC(C)OC(C)C3)o2)cc1OC (stereo not drawn) | -18 | 3% | -49% | -5% | -5% | 4%
Cc1cc(C)c(NC(=O)C2CCCN(S(=O)(=O)c3c(C)noc3/C=C/N(C)C)C2)c(C)c1 (stereo not drawn) | -7 | nt | 36% | -9% | 0% | 1%
NC(=O)c1ccc(NC(=O)COC(=O)CCSc2ccccc2)cc1 | 6 | 5% | -21% | -12% | -7% | 8%
O=C(NCc1ccc2[nH]c3c(c2c1)CCCC3)c1ccc(S(=O)(=O)N2CCCCC2)cc1 | -78* | -2% | -25% | 7% | ? | 1%
Cc1cc(=O)oc2c3c(cc(OCC(=O)NC(Cc4ccc(Cl)cc4)C(=O)O)c12)OC(C)(C)CC3 (stereo not drawn) | 11 | 28% | 7% | 0% | ? | -3%
CCN(CC(=O)Nc1c(F)cccc1F)C(=O)CSCC(=O)Nc1cc(C)on1 | 50 | nt | -15% | -11% | ? | 5%
COc1ccc(CCNc2cc(C)nc(N)n2)cc1OC | ? | 1% | -7% | 1% | 1% | 3%
COc1cc2c(cc1OC)C(COc1cc(C)cc(C)c1)N(C(=O)COc1ccccc1)CC2 (stereo not drawn) | -26 | nt | nt | nt | 9% | 8%
CCN(CC)S(=O)(=O)c1ccc(OC)c(NC(=O)CC2CCCC2)c1 | -18 | 1% | 1% | -1% | 0% | -11%
CCOc1ccc(CCNC(=O)CCc2nc3ccccc3[nH]2)cc1OCC | 8 | -10% | 31% | -20% | -1% | -12%
CC(CN1CCOCC1)OC(=O)CCc1ccccc1 (stereo not drawn) | -17 | -4% | -15% | 21% | 10% | 11%
C/C(=N/OC(=O)c1cccc(Cl)c1)c1nccs1 | 38 | 6% | -16% | -7% | -7% | 0%
Cc1cc(Cl)ccc1Oc1ncc(CN2CCN(c3ccccc3)CC2)s1 | 16 | -2% | 23% | -13% | 2% | 3%
COc1ccc(-n2cnnc2SCC(=O)c2cc(C)n(Cc3cccs3)c2C)cc1 | -11 | 2% | 47% | ? | ? | -14%
CC(NCc1cccn1C)c1ccccc1 (stereo not drawn) | 15 | -9% | -10% | -4% | -16% | -20%
CC(C)(C)c1nc2ccccc2c2nnc(SCC(=O)Nc3nc4ccccc4s3)n12 | 10 | 1% | 49% | ? | ? | 17%
Cc1cc(NC(=O)COC(=O)CCS(=O)(=O)c2ccc(C)c(C)c2)no1 | -10 | 6% | -7% | -6% | 2% | 2%
Fc1ccccc1CSc1nnc(-c2cccnc2)o1 | 57 | 0% | -19% | 12% | 4% | -2%
C=CCC(C=C)[N+]1(CC(=O)OC)CCCCC1 (stereo not drawn) | -17 | 12% | -15% | 2% | ? | 3%
COc1ccc(N=C(C)C2=C(O)c3ccccc3C2=O)cc1 | 63 | -4% | -23% | -12% | -6% | -10%
COc1ccc(CCNC(=O)CSc2nc(-c3ccc(F)cc3)cc(C(F)(F)F)n2)cc1OC | -16 | nt | nt | nt | 22% | 3%
Nc1nc(SCC(=O)O)[nH]c(=O)c1NC(=O)c1ccccc1F | -6 | 1% | -19% | 16% | 9% | 2%
COc1cccc(NS(=O)(=O)c2cc3[nH]c(=O)c(=O)[nH]c3cc2C)c1 | 10 | nt | -21% | -6% | 2% | -11%
Cc1ccc(N2CCN(S(=O)(=O)c3nnc(NC(=O)c4ccco4)s3)CC2)cc1 | 7 | ? | -55% | 7% | -8% | -34%

In the list so far, 4 contain an NH in an aromatic ring:
mol | HCMV antiviral | FBPA Giardia inh | AmpC no deterg | AMA1-RON2 inh | AmpC inh detg | Sm TGR inh
O=C(NCc1ccc2[nH]c3c(c2c1)CCCC3)c1ccc(S(=O)(=O)N2CCCCC2)cc1 | -78* | -2% | -25% | 7% | ? | 1%
CCOc1ccc(CCNC(=O)CCc2nc3ccccc3[nH]2)cc1OCC | 8 | -10% | 31% | -20% | -1% | -12%
Nc1nc(SCC(=O)O)[nH]c(=O)c1NC(=O)c1ccccc1F | -6 | 1% | -19% | 16% | 9% | 2%
COc1cccc(NS(=O)(=O)c2cc3[nH]c(=O)c(=O)[nH]c3cc2C)c1 | 10 | nt | -21% | -6% | 2% | -11%

Two records picked at random from the list so far:
mol | HCMV antiviral | FBPA Giardia inh | AmpC no deterg | AMA1-RON2 inh | AmpC inh detg | Sm TGR inh
COc1ccc(-n2cnnc2SCC(=O)c2cc(C)n(Cc3cccs3)c2C)cc1 | -11 | 2% | 47% | ? | ? | -14%
COc1cccc(NS(=O)(=O)c2cc3[nH]c(=O)c(=O)[nH]c3cc2C)c1 | 10 | nt | -21% | -6% | 2% | -11%

Remaining list, next part
mol | HCMV antiviral | FBPA Giardia inh | AmpC no deterg | AMA1-RON2 inh | AmpC inh detg | Sm TGR inh
CCOC(=O)C1=C(CN(C)Cc2ccccc2)NC(=O)NC1c1ccc(OC)cc1 (stereo not drawn) | -38 | nt | nt | nt | 20% | -2%
CC1=CC(C)C2C(=O)N(c3ccccc3)NC(=O)C2C1 (stereo not drawn) | 34 | 1% | -11% | 19% | 0% | -5%
COCCN(CCOC)C(=S)Nc1ccccc1 | -16 | 3% | -21%[11.4 µM] | 9% | 6% | 1%
CN(CC(=O)Nc1ccccc1C(F)(F)F)C(=O)c1cc(-c2cccs2)nn1-c1ccccc1 | -13 | nt | 38% | 1% | 1% | -1%
CCSc1nnc2n1C(C)(C)Cc1ccccc1-2 | -35 | -6% | -1% | 4% | 0% | 0%
Cc1ccc(C(=O)NCCCNC(=O)COc2ccc(C)c(C)c2)cn1 | -9 | 6% | 55% | -22% | 1% | 2%
CCC(=O)N1CCc2cc(S(=O)(=O)NCCC(=O)NCc3ccccc3Cl)ccc21 | -31&-9 | 9% | -10% | 44%[activator] | 3%&6% | -10%&6%
CCOC(=O)NC(=O)/C(C#N)=N/Nc1ccc(F)cc1 | 30 | -16% | -9% | -2% | 5% | -12%
CCCCN(C(=O)CCNC(=O)NC12CC3CC(CC(C3)C1)C2)c1c(N)n(CCCC)c(=O)[nH]c1=O | -29 | nt | 206%[activator] | -17% | 7% | -3%
COc1ccc(-c2nnc(NC(=O)C(C)C)s2)c(OC)c1 | 19 | -3% | 2% | -7% | ? | 94%[activator]
COc1ccc(/C=C/C(=O)OCC(=O)NCc2ccco2)c(OC)c1 | -16 | 4% | -10%[11.4 µM] | -7% | 1% | ?
c1cc2c(cc1C1=NNC(=NC3CC3)SC1)OCCO2 | -90* | 5% | -33% | 76%[activator] | 2% | 4%

Next section.
Screens in order: HCMV antiviral, FBPA Giardia inh, AmpC no deterg, AMA1-RON2 inh, AmpC inh detg, Sm TGR inh
- COc1ccccc1CNc1ccc(-c2nc(-c3cccc(C)c3)no2)cc1[N+](=O)[O-]
  7, nt, nt, nt, 26%, 2%
- CCCCCC(=O)NC(=S)Nc1ccc(NC(=O)c2ccco2)cc1
  ?, 1%, -27%, -14%, -18%, -31%
- Cc1ccccc1N(CC(=O)Nc1ccccc1C(=O)O)S(C)(=O)=O
  34, -9%, -9%, 3%, -8%, -9%[11.4 µM]
- CCCCNC(=O)NS(=O)(=O)c1ccc(NC(=O)CCC(=O)c2cccs2)cc1
  -33, -2%, -19%, -5%, -7%, ?
- COc1ccc2nc(SC(C)C(=O)NCC(=O)Nc3ccc(F)c(F)c3F)[nH]c2c1 (stereo not drawn)
  -6, nt, 113%[activator], 15%, ?, -4%
- O=C(O)c1cccnc1NC1CCCC1
  -29, -2%, -15%, 24%, -10%, -24%
- CC(C)NC(=O)N(C)C[C@H]1Oc2c(NC(=O)Cc3ccccc3)cccc2C(=O)N([C@H](C)CO)C[C@@H]1C
  4, nt, -7%, 9%, nt, nt
- COC(=O)Nc1ccc(SCC(=O)c2ccccc2)cc1
  11, 9%, -48%, 37%[activator], -3%, -11%
- Cc1ccc2[nH]c(C(=O)Nc3ccccc3)cc2c1
  59, nt, nt, nt, 18%, 1%
- COc1ccc(CCNS(=O)(=O)c2cn(C)c(=O)n(C)c2=O)cc1OC
  11, -2%, 2%, -4%, ?, 6%
- COc1cccc(-c2nc3sc4c(c3c(=O)[nH]2)CCCCC4)c1
  28, 2%, 4%, 1%, 4%, -5%
- COCCCn1c(=O)c2sccc2n2c(CCCC(=O)NCc3cccc(OC)c3)nnc12
  -26&-33, nt, 8%, -6%, -2%&1%, -7%&9%
- O=C(O)C1CCCN(S(=O)(=O)c2ccc(Br)s2)C1 (stereo not drawn)
  -62*, 11%, -10%, 12%, ?, -5%
- CC(C)c1cc(N2CCC(=O)NC2=O)cc(C(=O)O)c1O
  -9, 17%, -5%, 8%, 6%, 3%
- COc1ccc(N(CC(=O)Nc2cccc(C(F)(F)F)c2)S(=O)(=O)c2c(C)[nH]c(=O)[nH]c2=O)cc1
  3, nt, -18%, -4%, -2%, -1%
